RGS4 block: inhibitors of human RGS4; actives 0.45% (n = 310,000); AID 463165; B-score at 10 µM; P49798; HEK293 M3R/RGS4 inducible, Fluo-4 calcium flux; active compounds read high; triggered by carbachol at its EC20;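 active = B-score, a plate-corrected calcium signal, over three deviations above library mean, with baseline fluorescence within five deviations of library mean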;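 note: RGS4 expression induced by doxycycline in cells with stable M3 receptor; B-score is computed from the integrated fluorescence ratio over baseline after carbachol; higher B-score means a larger calcium signal and so more RGS4 inhibition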
Target sequence (P49798 whole entry, looked up): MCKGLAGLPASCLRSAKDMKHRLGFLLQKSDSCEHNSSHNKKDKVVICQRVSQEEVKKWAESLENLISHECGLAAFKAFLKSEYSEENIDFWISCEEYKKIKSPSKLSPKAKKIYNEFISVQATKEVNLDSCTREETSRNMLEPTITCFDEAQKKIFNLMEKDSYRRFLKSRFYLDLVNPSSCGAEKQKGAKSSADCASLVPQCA
TMEM16A act: mouse TMEM16A channel activation, primary screen | HEK293 TMEM16A/YFP-H148Q/I152L, iodide quench fluorescence; active compounds read low | B-score at 10 µM | actives 0.3% (n = 340,000) | AID 623877;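 active = fluorescence-ratio B-score plate-corrected deviation score at least 3 library SD below zero, with starting fluorescence score within 5 deviations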;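 note: channel opened by trigger with iodide after compound preincubation; score built on the fluorescence ratio of max minus min over baseline; more negative score means more quench and so TMEM16A activation or potentiation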
KCNK9 block: inhibitors of human KCNK9 two-pore domain potassium channel; Q9NPC2; HEK293 KCNK9, FluxOR thallium flux fluorescence; active compounds read low; B-score at 10 µM; actives 1.2% (n = 310,000); AID 488922;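 active = ratio B-score over 3 SD below the library mean, with starting fluorescence within 5 SD of its mean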;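 note: negative B-score means less thallium flux so channel inhibition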
KCNK3 block: human KCNK3 channel inhibition, primary screen. B-score at 10 µM. CHO-KCNK3 thallium flux, FluxOR fluorescence; active compounds read low. actives 0.84% (n = 340,000). AID 602410. O14649;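 active = B-score under library mean minus 4 SD, starting fluorescence ratio at most library mean plus 5 SD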;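 note: more negative B-score means stronger inhibition of thallium flux through KCNK3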
Target sequence (O14649 whole entry, looked up): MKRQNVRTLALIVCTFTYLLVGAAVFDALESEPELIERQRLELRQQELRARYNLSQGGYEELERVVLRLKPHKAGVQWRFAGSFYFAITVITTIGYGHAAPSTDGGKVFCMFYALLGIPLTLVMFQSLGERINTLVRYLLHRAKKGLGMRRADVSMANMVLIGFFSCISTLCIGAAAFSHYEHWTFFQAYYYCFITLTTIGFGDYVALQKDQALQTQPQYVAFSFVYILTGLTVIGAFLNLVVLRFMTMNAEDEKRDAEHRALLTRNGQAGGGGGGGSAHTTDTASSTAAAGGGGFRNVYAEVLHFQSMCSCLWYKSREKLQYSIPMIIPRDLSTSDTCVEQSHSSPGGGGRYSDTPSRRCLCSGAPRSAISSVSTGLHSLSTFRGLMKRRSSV
ANO1 block: blocks the mouse calcium-activated chloride channel TMEM16A; normalized B-score (activity score, 25-100; higher = stronger inhibition) at 10 µM; HEK293 TMEM16A/YFP iodide influx fluorescence, ionomycin; actives 1.2% (n = 310,000);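 active = ratio plate-corrected score three or more library SD toward inhibition, starting fluorescence score within five deviations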;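 note: score derived from kinetic fluorescence span divided by baseline fluorescence per well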
MrgX1 agonist: agonists of human MrgX1 receptor; Q96LB2; MrgX1-HEK293 cells, Fluo-4 calcium fluorescence, agonist mode; active compounds read high; B-score at 10 µM; actives 0.44% (n = 310,000);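 active = calcium response B-score plate-corrected fluorescence ratio at least 3 library SD, with starting fluorescence B-score inside 5 SD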
Target sequence (Q96LB2 whole entry, looked up): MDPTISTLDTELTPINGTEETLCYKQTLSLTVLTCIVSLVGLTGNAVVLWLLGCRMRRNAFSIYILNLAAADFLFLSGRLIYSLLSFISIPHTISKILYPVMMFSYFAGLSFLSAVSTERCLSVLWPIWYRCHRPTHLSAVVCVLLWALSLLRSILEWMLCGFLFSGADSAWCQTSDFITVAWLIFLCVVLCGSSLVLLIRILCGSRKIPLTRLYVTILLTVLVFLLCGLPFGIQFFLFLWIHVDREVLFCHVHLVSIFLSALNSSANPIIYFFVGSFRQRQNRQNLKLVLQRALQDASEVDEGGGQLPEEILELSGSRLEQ
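Test system: HEK293 cells stably expressing human MrgX1 receptor; Input: fifteen thousand cells per well; Dosing: compound delivered in addition one of three; Schedule: overnight seeding, then 1 h dark dye loading; Technique: Fluo-4 NW calcium fluorescence; Measure: B-scored fluorescence response ratio; Controls: positive and negative controls per plate.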
hERG rescue: shields human hERG channel from block by proarrhythmic agents | actives 0.51% (n = 310,000) | CHO-hERG, FluxOR thallium flux, dofetilide IC70 present | activation (rescue from dofetilide block), less the hit threshold, % at 10 µM;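 active = activation above the mean of controls blocked by dofetilide plus 5 SD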;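 note: thallium influx through hERG after potassium depolarization seen as dye fluorescence rise; in these data hits start at about 4.7%; inactives centre near -7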
MrgX1 allo act: allosterically activates human MrgX1 receptor signaling. Q96LB2. actives 0.63% (n = 310,000). MrgX1-HEK293, Fluo-4 calcium flux, FDSS; active compounds read high. B-score at 10 µM;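 active = plate-corrected calcium response at least 3 library SD above typical, normal starting fluorescence, not activating the receptor alone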;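 note: compound read alongside a low EC10 to EC30 dose of BAM8-22 agonist; peak minus trough fluorescence over baseline measured at the second addition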
KCNQ1 pot: human KCNQ1 channel potentiation or activation | actives 0.35% (n = 310,000) | B-score at 10 µM | CHO-K1 KCNQ1, thallium flux FluxOR fluorescence; active compounds read high;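 active = fluorescence ratio B-score, a plate-corrected score, at least three library SD, with initial intensity B-score within 5 SD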
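Medium – assay buffer, equal DMSO in all wells · Material – CHO-K1 cell line with stable KCNQ1 potassium channel expression · Signal – kinetic FluxOR thallium fluorescence, 10-s 1-Hz baseline, 110-s post-stimulus read · Compound – single concentration per compound, DMSO matched to controls · Schedule – 37 °C overnight plating, 90-min dark dye load, 20-min compound pretreatment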
RGS4 act: potentiators or activators of RGS4; HEK293 M3R/inducible RGS4, carbachol calcium flux Fluo4; active compounds read low; B-score at 10 µM; actives 0.92% (n = 310,000); AID 463111;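 active = B-score of the integrated calcium signal more than 4 SD below the library mean, with starting fluorescence not abnormally high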;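 note: negative B-score means reduced calcium response which marks RGS4 activation or potentiation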
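test system = M3R-expressing HEK293 line, RGS4 induced by doxycycline | probe or stimulus = carbachol at ECmax as muscarinic agonist stimulus | timing = dye loading 30 min 37 °C, buffer rest 30 min RT | signal = calcium dye Fluo4 fluorescence | evaluation = B score from integrated fluorescence ratio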
KCNQ1 block: inhibitors of human KCNQ1 potassium channel; CHO-K1 KCNQ1, FluxOR thallium flux fluorescence; active compounds read high; B-score at 10 µM; actives 1.3% (n = 310,000);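 active = compounds whose thallium flux B-score, printed positive for inhibition, exceeds three library SD while starting fluorescence stays within three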;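 note: channel opened by potassium depolarization with thallium stimulus after 20 min compound exposure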
Starred values were filed as active, the others as inactive; i = inactive; . = not tested or not shown.

SMILES	RGS4 block	TMEM16A act	KCNK9 block	KCNK3 block	ANO1 block	MrgX1 agonist	hERG rescue	MrgX1 allo act	KCNQ1 pot	RGS4 act	KCNQ1 block
Cc1cc(Cl)ccc1OC(C)C(=O)NCCCn1ccnc1 (stereo not drawn)	i	i	i	i	i	i	-20.8	i	i	i	i
O=C(Nc1ccccc1)c1cc(N2CCOCC2)nc2ccccc12	i	i	i	i	i	i	2.8	i	i	i	i
CCOC(=O)c1[nH]c2ccccc2c1NC(=O)CC(C)(C)C	i	i	i	i	i	i	-16.3	i	i	i	i
COc1ccc(N2CCN(C(=O)c3ccc(NS(=O)(=O)c4ccc(F)cc4)cc3)CC2)cc1	i	.	i	i	i	i	-13.7	i	i	i	i
Cc1cccn2cc(CNS(=O)(=O)c3cccc(F)c3)nc12	i	i	i	i	i	i	-3.0	i	i	i	i
CC(C)C[C@H]1CN=C(Nc2ccccc2)N1CC1CCC(C)CC1 (stereo partly drawn)	i	i	i	i	i	i	-7.9	i	i	i	i
COc1cc2c(cc1OC)C(COc1ccccc1OC)N(C(=O)C(C)(C)C)CC2 (stereo not drawn)	i	i	i	i	i	i	-7.3	i	i	i	i
Cc1nc2ccccc2nc1SCC(=O)c1ccccc1	i	i	i	i	i	i	-5.5	i	i	i	i
CN=C1SC(C(=O)Nc2ccccc2Cl)CC(=O)N1c1ccc(OC(F)(F)Cl)cc1 (stereo not drawn)	i	i	i	i	i	i	-10.2	i	i	i	i
CC(=O)N/N=C/c1ccc(OCCOc2ccc(Br)cc2)cc1	i	i	i	i	i	i	-5.7	i	i	i	i
CCOC(=O)c1cnc2ccc(OCC)cc2c1NCCCN1CCOCC1	i	i	i	i	i	i	-2.2	i	i	i	i
CC1CCN(S(=O)(=O)c2cc(F)ccc2CN2C(=O)c3cccnc3C2=O)CC1	i	i	i	i	i	i	-8.7	i	i	i	i
Cc1ccccc1Nc1cccc2nonc12	i	i	i	i	i	i	-6.8	i	i	i	i
CC1(C)CC2CC(C)(CN2C(=O)COC(=O)c2n[nH]c(=O)c3ccccc23)C1 (stereo not drawn)	i	i	i	i	i	i	-12.4	i	i	i	i
Cc1ccc(N=C2NC(=O)/C(=C\c3ccsc3)S2)c(C)c1	i	i	i	i	i	i	-11.5	i	i	i	i
N#CCSc1ncnc2sc3c(c12)CCC3	i	i	i	i	i	i	-8.3	i	i	i	i
O=C(Nc1ccc(Cl)c(Cl)c1)N(CCCN1CCOCC1)Cc1cccs1	i	i	i	i	i	i	-24.6	i	i	i	i
O=C(NCc1ccc(F)cc1)N1CCc2ccccc2C1	i	i	i	i	i	i	-12.7	i	i	i	i
CN(C)S(=O)(=O)n1cnc(-c2ccccc2)c1-c1ccccc1	i	i	i	i	i	i	-7.6	i	i	i	i
Nc1nnnn1CC(=O)N/N=C/c1cc([N+](=O)[O-])ccc1O	i	i	i	i	i	i	-8.5	i	i	i	i
COc1ccc(N(CC(=O)Nc2cccc(C(F)(F)F)c2)S(=O)(=O)c2c(C)[nH]c(=O)[nH]c2=O)cc1	i	i	i	i	i	i	-11.4	i	i	i	i
Cc1ccc(NS(=O)(=O)c2ccc(N3CCN(c4ccc(O)cc4)CC3)c([N+](=O)[O-])c2)c(C)c1	i	i	i	i	i	i	-3.4	i	i	i	i
Cc1csc(NC(=O)CSc2ccc(-c3ccccc3)nn2)n1	i	i	i	i	i	i	-13.2	i	i	i	i
CCCCn1c(N)c(N(CCOC)C(=O)C2CCN(S(=O)(=O)c3ccc(C)cc3C)CC2)c(=O)[nH]c1=O	i	i	i	i	i	i	-5.4	i	i	i	i
CCOC(=O)C(CC)Sc1ncnc2c1nnn2-c1ccc(F)cc1 (stereo not drawn)	i	i	i	i	i	i	-5.5	i	i	i	i
O=C(O)c1ccc(-n2nnnc2SCc2ccccc2F)cc1	i	i	i	i	i	i	-6.2	i	i	i	i
COc1cc(C(c2sc3nc(C)nn3c2O)N2CC(C)OC(C)C2)cc(OC)c1OC (stereo not drawn)	i	i	i	i	i	i	-7.8	i	i	i	i
COc1ccc(C2CC(c3ccccc3OC(=O)/C=C/c3ccccc3)=NN2C(C)=O)cc1 (stereo not drawn)	i	i	i	i	i	i	-7.6	i	i	i	i
O=C(COc1ccccc1)N(Cc1ccco1)C1CCS(=O)(=O)C1 (stereo not drawn)	i	i	i	i	i	i	-1.3	i	i	i	i
CCCCN1C(=O)CN(CCc2ccccc2)C(=O)C1c1ccc(OC)cc1 (stereo not drawn)	i	i	i	i	i	i	-11.7	i	i	i	i
COc1ccc(OC)c(NC(=O)NNC(=O)CCCOc2ccc(Cl)cc2C)c1	i	i	i	i	i	i	-5.5	i	i	i	i
CC(C)c1ccc(NC(=O)c2csnn2)cc1	i	i	i	i	i	i	-13.1	i	i	i	i
Cc1ccc(C(=O)N/C(=C\c2ccccc2)C(=O)NCc2ccncc2)cc1	i	i	i	i	i	i	-7.1	i	i	i	i
COC(=O)c1cc(NC(=O)c2cc(-c3ccccc3Cl)oc2C(F)(F)F)ccc1N1CCOCC1	i	i	i	-11.3*	i	i	-13.4	i	i	i	8*
CCCSc1cc(N2CCCC2)nc(-c2ccccc2)n1	i	-25.8*	i	i	i	i	-3.7	i	i	i	i
COc1ccc(/C=C/c2nc3ccccc3n2Cc2ccccc2OC)cc1	i	i	i	i	i	i	-14.6	i	i	i	i
CCN(CC)c1ccc(/C=C2\C(=N)N3N=C(CC(=O)N4CCOCC4)SC3=NC2=O)cc1	i	i	i	i	i	28.3*	-8.7	i	i	i	i
OC(COc1ccc2c(c1)CCC2)CN1CCN(c2cccc(Cl)c2)CC1 (stereo not drawn)	i	i	i	i	i	i	-10.3	i	i	i	i
Cc1cccc(NC(=O)NC(=S)NC(=O)c2ccccc2)c1	i	i	i	i	i	i	-0.8	i	i	i	i
CCc1ccc(/C=C2\Oc3ccc(C(=O)OC)cc3C2=O)cc1	i	i	i	i	i	i	-3.9	i	i	i	i
COc1ccc(-c2cc(C(N)=O)nc(N3CCCCCC3)n2)cc1	i	i	i	i	i	i	-4.2	i	i	i	i
O=C(NCCc1ccccc1)c1cccs1	i	i	i	i	i	i	-9.2	i	i	i	i
CCC(C)C(NC(=O)C1CCC(C)CC1)C(=O)NCCCN1CCCCC1CC (stereo not drawn)	i	i	i	i	i	i	-13.9	i	i	i	i
CCN(CC)CCCNC(=O)Cc1c(C(=O)O)n(C)c2ccccc12	i	i	i	i	i	i	-10.1	i	i	i	i
CSc1ccccc1C(=O)N(C)Cc1ccccc1	i	i	i	i	i	i	-15.4	i	i	i	i
CCN(CC)C(=S)NC(=O)c1ccc(F)cc1	i	i	i	i	i	i	-0.9	i	i	i	i
CCCn1nnc(NC(=O)C(C)C)n1	i	i	i	i	i	i	-1.5	i	i	i	i
CC1Cc2nc(SCC(=O)N3CCN(c4ccccc4)CC3)n(C)c(=O)c2S1 (stereo not drawn)	i	i	i	i	i	i	-14.5	i	i	i	i
Cc1ccc(C)c(NC(=O)C(Sc2nc3ccccc3c(=O)n2CC(C)C)c2ccccc2)c1 (stereo not drawn)	i	i	i	i	i	i	-19.8	i	i	-7.3*	i
COc1ccc(/C=C2\SC(=S)N(CCC(=O)N3CCCCC3CCO)C2=O)cc1 (stereo not drawn)	i	i	i	i	i	i	-11.9	i	i	i	i
COc1ccc(NC(=O)CSc2nccn2Cc2ccccc2)c(OC)c1	i	i	i	i	i	i	-12.9	i	i	i	i
COC(=O)c1ccc(/C=N/NC(=O)C(=O)NCC2CCCO2)cc1 (stereo not drawn)	i	i	i	i	i	i	-3.8	i	i	i	i
COc1cccc(-n2nnnc2SCC(=O)NC2CCCC2)c1	i	i	i	i	i	i	-11.9	i	i	i	i
COc1cc(NC(=O)c2cc(C)on2)cc(OC)c1OC	i	i	i	i	i	i	-5.0	i	i	i	i
CCCOc1nc(C)cc(COC)c1C(N)=O	i	i	i	i	i	i	-1.1	i	i	i	i
O=c1[nH]c(CN2CCc3ccccc32)nc2scc(-c3cccs3)c12	i	i	i	i	i	i	-5.9	i	i	i	i
Cc1cc(N2CCCCC2)nc(N2CCCCC2)n1	i	i	i	i	i	i	-6.0	i	i	i	i
CCOc1ccc(NC(=O)CN(C)C(=O)CSCc2ccc(C)cc2)cc1OCC	i	i	i	i	i	i	-16.0	i	i	i	i
C(#Cc1ccccc1)C[N+]1(CC#Cc2ccccc2)CCCCC1	i	i	i	i	i	i	-13.3	i	i	-8.62*	i
O=C(c1ccccc1)N(Cc1nc2ccccc2c(=O)[nH]1)C1CCCCC1	i	i	i	i	i	i	-5.5	i	i	i	i

Remaining list, next part.
SMILES	RGS4 block	TMEM16A act	KCNK9 block	KCNK3 block	ANO1 block	MrgX1 agonist	hERG rescue	MrgX1 allo act	KCNQ1 pot	RGS4 act	KCNQ1 block
COc1cccc(NC(=O)CN(C)C(=O)Cc2ccc(Cl)cc2Cl)c1	i	i	i	i	i	i	-7.9	i	i	i	i
Cc1ccc(NC(=O)c2ccc(NC(=O)C3CCCCC3C(=O)O)cc2)cc1 (stereo not drawn)	i	i	i	i	i	i	-5.3	i	i	i	i
CCCCc1ccc(NC(=O)CSC2=NN3CCCC(=O)N=C3S2)cc1	i	i	i	i	i	i	-1.5	i	i	i	i
CC(C)(C)c1ccc(S(=O)(=O)NCc2ccc(C(=O)N3CCOCC3)cc2)cc1	i	i	i	i	i	i	-8.9	i	i	i	i
Cc1c(C(=O)N2CCN(Cc3ccccc3)CC2)oc2c1C(=O)CCC2	i	i	i	i	i	i	-9.1	i	i	i	i
COc1cc(OC)cc(C(=O)NC(=S)NNC(=O)[C@H]2C[C@@H]2c2ccccc2)c1	i	i	i	i	100*	109*	-17.8	i	15*	-11*	i
NS(=O)(=O)c1ccc(N=Nc2c(-c3ccccc3)[nH]n(-c3nc(-c4ccccc4)cs3)c2=O)cc1	i	i	i	i	i	i	-7.9	i	i	i	i

Assay outcomes: PubChem BioAssay, Johns Hopkins Ion Channel Center
